From PubChem BioAssay
Statin myotox sup = suppressors of simvastatin-induced myotoxicity in C2C12 myotubes; ATP luminescence, 48 h; scaled: DMSO 0, geranylgeraniol control 100; rescue of ATP level, % at 7.49 µM; 330,000 tested, 0.78% active;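 active = mean ATP rescue above about 67%, or every replicate alone reaching that limit, limit read from the data, passing the limit was not always enough; inconclusive = no clear call, values can overlap the other calls; inactive = mean under the limit and some replicate under it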;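 also: myotubes were challenged with 10 µM simvastatin during compound exposure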
S100A4 inh HTS = blocks human S100A4 binding to myosin IIA peptide; P26447; S100A4/TAMRA-MyoIIA peptide fluorescence polarization; inhibition, % at 10.7 µM; 360,000 tested, 0.14% active; AID 652163;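 active = mean inhibition of at least 70% across replicates, with every replicate also reaching that level; inconclusive = mean inhibition reaches 70% but some replicates fall short; inactive = mean inhibition below 70%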
Target sequence (P26447 whole entry, looked up): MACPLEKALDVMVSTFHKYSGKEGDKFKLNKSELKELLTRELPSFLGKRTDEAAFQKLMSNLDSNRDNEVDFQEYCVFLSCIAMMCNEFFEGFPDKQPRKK
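incubation = readout 5 min after mixing, signal stable up to 60 min | system = S100A4 monomer protein | buffer or medium = HEPES pH 7.2 with CaCl2, KCl, NaCl, DTT, Triton | benchmarks = neutral control DMSO, positive control TFP | also added = fluorescent myosin IIA peptide, 5 nM | compound dosing = one concentration per compound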
DENV2 CPE rescue = protects cells from dengue virus 2 cytopathic effect. DENV2-infected cells, cytopathic effect rescue, plate reader. CPE inhibition, % at 9.99 µM. 350,000 tested, 1.7% active. AID 651640; in the data active = CPE inhibition above about 20%, passing the limit was not always enough; inconclusive = no clear call, values can overlap the other calls; tested in BHK-21 cells;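 also: 0% = median of neutral control wells and 100% = median of positive control wells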
PglD inh = PglD (C. jejuni) enzyme inhibition; purified PglD enzyme, DTNB colorimetric CoA detection; inhibition, % at 12.5 µM; 360,000 tested, 0.098% active; AID 602405; in the data active = inhibition above about 16%, passing the limit was not always enough; inconclusive = no clear call, values can overlap the other calls; also: strong numbers were not always called active
E-sel inducer = induces E-selectin expression in human endothelial cells; P16581; HUVEC E-selectin immunofluorescence imaging; normalized: neutral wells 0, TNF-alpha wells 100; activation, % at 7.58 µM; 260,000 tested, 0.37% active; AID 686992;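 active = mean E-selectin-positive cell signal at least 10% of the positive control, reached in at least 60% of replicates, without over 20% cell loss; inconclusive = no rule given, readout overlaps actives, possibly toxicity-flagged; inactive = the rest, including those meeting only one limit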;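 also: in these data hits start at about 27%; measured in HUVEC primary endothelial cells; signal is the percent of cells scored E-selectin positive by PE staining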
Target sequence (P16581 whole entry, looked up): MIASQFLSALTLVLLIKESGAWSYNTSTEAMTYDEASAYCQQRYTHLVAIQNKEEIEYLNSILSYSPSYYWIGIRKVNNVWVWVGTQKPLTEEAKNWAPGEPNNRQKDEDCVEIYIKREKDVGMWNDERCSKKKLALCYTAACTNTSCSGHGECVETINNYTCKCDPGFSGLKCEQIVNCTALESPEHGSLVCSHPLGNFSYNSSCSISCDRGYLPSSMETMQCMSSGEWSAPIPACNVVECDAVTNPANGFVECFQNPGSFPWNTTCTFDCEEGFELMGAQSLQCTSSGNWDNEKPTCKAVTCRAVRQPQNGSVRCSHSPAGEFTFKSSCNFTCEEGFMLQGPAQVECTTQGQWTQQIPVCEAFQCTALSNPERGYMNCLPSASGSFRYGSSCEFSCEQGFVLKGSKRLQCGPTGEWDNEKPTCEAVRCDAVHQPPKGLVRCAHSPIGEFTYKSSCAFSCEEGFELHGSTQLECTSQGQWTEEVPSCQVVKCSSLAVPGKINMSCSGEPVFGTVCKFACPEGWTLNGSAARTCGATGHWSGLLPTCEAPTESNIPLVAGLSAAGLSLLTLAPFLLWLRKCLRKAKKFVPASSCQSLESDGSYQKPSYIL
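Test system – human umbilical vein endothelial cells (HUVEC), E-selectin induction · Input – 3,000 HUVEC seeded per well · Buffer or medium – EGM-2, gelatin · Compound dosing – single-point compound dose · Detection – immunofluorescence imaging · Measure – percent E-selectin-positive cells · Controls – TNF-alpha high, DMSO low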
ERp5 inh = blocks human ERp5 reductase activity on insulin. 350,000 tested, 0.05% active. inhibition, % at 9.99 µM. ERp5 insulin aggregation, absorbance 650 nm, 90 min. AID 651711;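 active = mean replicate inhibition above about 25%, with every replicate also reaching it, limit read from the data, passing the limit was not always enough; inconclusive = only one of those two criteria met; inactive = neither criterion met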
SIRT5 block = inhibitors of human sirtuin-5 desuccinylase | Q9NXA8 | Purified SirT5, succinyl-peptide AMC, trypsin-coupled fluorescence | inhibition, % at 15 µM | 330,000 tested, 1.1% active | AID 652115; in the data active = inhibition above about 15%; inconclusive = no clear call, values can overlap the other calls
Target sequence (Q9NXA8 whole entry, looked up): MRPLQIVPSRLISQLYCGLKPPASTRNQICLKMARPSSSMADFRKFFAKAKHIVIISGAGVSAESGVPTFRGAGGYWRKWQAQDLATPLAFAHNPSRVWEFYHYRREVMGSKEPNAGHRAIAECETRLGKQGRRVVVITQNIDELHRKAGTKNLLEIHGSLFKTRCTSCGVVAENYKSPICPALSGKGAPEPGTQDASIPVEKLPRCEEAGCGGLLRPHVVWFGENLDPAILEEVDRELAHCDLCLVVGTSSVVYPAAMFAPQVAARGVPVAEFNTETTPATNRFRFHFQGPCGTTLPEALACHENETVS
Numbers without * were called inactive; ? = inconclusive; . = no result given. Only part of the results is shown; count on the stated rates, not on these rows.

structure,Statin myotox sup,S100A4 inh HTS,DENV2 CPE rescue,PglD inh,E-sel inducer,ERp5 inh,SIRT5 block
CN(C)CCOc1cc(Cl)cc(Cl)c1,.,1.5,-0.6,.,.,2.7,-1.5
C[C@@H]1CN([C@H](C)CO)C(=O)c2cc(NC(=O)Cc3cn(C)c4ccccc34)ccc2O[C@@H]1CN(C)Cc1ccccc1,0.9,-2.7,-2.9,-1.1,-0.2,-3.7,-1.4
Cn1c(SCCN2CCCC2)nnc1C1CCN(S(=O)(=O)c2ccc(F)cc2)CC1,-11.7,0.9,6.7,-6.7,.,4.0,-1.9
COc1ccc(NC(=O)Nc2ccc3c(c2)C(=O)N([C@@H](C)CO)C[C@H](C)[C@H](CN(C)C(=O)NC(C)C)O3)cc1,10.2,8.2,-5.0,0.7,0.0,0.9,-0.1
CC(C)(O)C#Cc1cccc(-c2nc(C(=O)N[C@@H]3CCN(Cc4ccccc4)C3)cc3c2[C@H](CCO)N(S(=O)C(C)(C)C)C3)c1 (stereo not given in full),.,-43.2,4.2,.,0.3,3.4,0.8
N#Cc1c(-c2ccccc2)nc(SCC(=O)Nc2ccc(OC(F)(F)Cl)cc2)[nH]c1=O,8.2,-1.3,3.6,-3.3,0.0,-0.3,-0.5
CO[C@@H]1CN(C)C(=O)c2cc(NS(C)(=O)=O)ccc2OC[C@@H](C)N(C(=O)C2CCC2)C[C@H]1C,-5.4,-25.4,9.5,-1.1,0.2,4.1,-4.2
C[C@H](CO)N1C[C@H](C)[C@H](CN(C)Cc2ccc(Cl)c(Cl)c2)Oc2ccc(NC(=O)CCCCCC(=O)Nc3ccccc3N)cc2CC1=O,139.0*,11.5,19.1,1.5,12.2,-10.3,3.1
COc1ccc(S(=O)(=O)NCc2ccncc2)cc1NC(=O)c1ccccc1C,.,3.9,2.8,.,0.1,-1.2,-5.9
COCCNc1nnc(SCC(=O)Nc2nnc(-c3ccccc3)o2)s1,.,0.0,5.6,.,1.1,-10.8,0.8
Cc1c(C(=O)N2CCCC2)oc2ccc(Br)cc12,0.3,-31.1,53.2*,-1.5,.,-1.1,0.7
CCOCCn1c(CN2CCN(c3cccc(Cl)c3)CC2)nc2c1c(=O)n(C)c(=O)n2C,-3.2,-1.6,-7.7,9.2,.,1.0,4.8
CC(C)(C)C(=O)COC(=O)C1CC(=O)N(c2ccccc2)C1 (stereo not given),-7.4,-1.7,10.9,1.9,.,-0.9,-0.2
COc1ccc(-c2cn3c(C)c(C(=O)Nc4cccc(C)n4)sc3n2)cc1,6.0,-2.0,.,2.0,.,-3.8,-2.1
CNC(=O)C[C@H]1CC[C@H]2[C@@H](COc3ccc(NC(=O)c4cc(F)cc(F)c4)cc3C(=O)N2C)O1,-2.4,3.3,6.5,2.4,-0.1,-2.1,5.3

structure,Statin myotox sup,S100A4 inh HTS,DENV2 CPE rescue,PglD inh,E-sel inducer,ERp5 inh,SIRT5 block
C[C@@H]1CN([C@@H](C)CO)C(=O)c2cc(NS(C)(=O)=O)ccc2O[C@@H](C)CCCCO[C@@H]1CN(C)C(=O)Nc1ccccc1,.,-19.9,-12.1,1.9,-0.1,-2.4,-2.6
CCCCn1c(N)c(N(CC(C)C)C(=O)CCNC(=O)c2ccccc2Cl)c(=O)[nH]c1=O,9.6,-0.6,0.3,.,.,-2.4,-0.6
CC(=O)N[C@@H](CC(=O)O)C(=O)O,5.5,-0.2,-7.1,2.4,-1.6,-1.9,-3.4
CN(CC(=O)Nc1ccccc1Br)C(=O)CCc1nc2ccccc2c(=O)[nH]1,-2.9,-1.9,-5.0,0.0,-2.2,-1.7,-4.2
COc1cc(-c2nc3cccc(C)n3c2NCC2CCCO2)ccc1O (stereo not given),.,7.3,-1.9,.,0.0,-0.7,-3.0
CC1(C)COC2(OC1)C(=O)Nc1ccccc12,.,-3.8,18.9,-3.4,4.8,0.2,-2.2
CC(C)NC(=O)Nc1cccc2c1O[C@H](CN(C)C(=O)Nc1cccc3ccccc13)[C@@H](C)CN([C@@H](C)CO)C2=O,8.7,12.8,3.7,1.3,0.7,-6.4,3.5
O=C(CSc1nncc2ccccc12)Nc1ccc(C(=O)O)cc1,2.6,1.9,0.0,0.4,-2.0,.,1.3
Nc1c(NC(=O)CC[n+]2ccccc2)cccc1[N+](=O)[O-],.,-2.9,?,.,.,3.1,5.2
Cc1cccc(OCC(=O)NNC(=O)CCc2ccccc2)c1,6.7,-1.8,-8.2,.,-0.2,3.3,-0.7
CCN(CC)C(=O)C1=C(C)N(CCC2=CCCCC2)C(=O)C(CC(=O)NCc2ccco2)C1 (stereo not given),-5.9,-3.6,-0.7,4.5,0.0,-0.1,2.5
CCCN1[C@@H]2Cn3c(ccc(C4=CCCC4)c3=O)[C@H]1[C@@H](C(=O)NCCOC)[C@@H]2CO,0.9,0.9,?,-4.1,-0.9,0.6,-5.9
C[C@@H]1CN([C@H](C)CO)C(=O)c2cc(C#Cc3cccc(F)c3)cnc2O[C@H]1CN(C)CC1CCCC1,-3.0,8.1,?,0.9,0.0,-0.9,-1.1
COc1ccc(CCN2CC(C(=O)NCC(c3ccccc3)N(C)C)CC2=O)cc1OC (stereo not given),10.0,-4.2,-4.3,-3.5,0.2,-0.8,4.3
Cn1c(CNC(=O)C2CCCCC2)cc2cc(Cl)ccc21,-2.3,-0.9,-3.6,1.5,0.2,3.4,-2.6

structure,Statin myotox sup,S100A4 inh HTS,DENV2 CPE rescue,PglD inh,E-sel inducer,ERp5 inh,SIRT5 block
O=C(NNC1=NS(=O)(=O)c2ccccc21)c1cccc([N+](=O)[O-])c1,4.1,-1.2,2.0,-4.4,.,4.6,.
O=S1(=O)C[C@@H](N2CCN(c3ccccn3)CC2)[C@H](COCc2ccccc2)N1,-8.2,4.0,15.2,-1.5,-0.1,1.7,12.9
Cn1nc(C(C)(C)C)cc1NC(=O)C1(C)CCN1C(=O)CCc1ccccc1 (stereo not given),-0.9,3.2,13.6,-0.7,0.4,0.9,.
COc1cc2cc(CCCOC(=O)c3cccc(Br)c3)oc(=O)c2cc1OC,-11.8,.,.,4.8,0.0,.,.
CCN(CC(=O)Nc1ccccc1C(F)(F)F)C(=O)CN1C(=O)NC(C)(c2ccccc2)C1=O (stereo not given),-4.5,6.8,-0.1,-8.5,.,0.3,-1.3
COC(=O)c1sc(S(=O)(=O)NCc2cccs2)c(C(=O)OC)c1C,27.6,16.7,0.2,-2.5,.,-4.4,-2.1
Cc1ccc(N(CC(=O)N2CCN(Cc3ccccc3)CC2)S(C)(=O)=O)cc1C,4.0,1.1,1.0,-8.4,-0.1,5.8,-0.9
C[C@@H]1CN([C@@H](C)CO)C(=O)Cc2cc(NC(=O)Nc3ccc(F)cc3)ccc2O[C@H]1CN(C)Cc1ccccc1,-27.1,0.7,-4.7,2.0,0.4,-2.8,3.2
CN(C)C(=O)C[C@H]1C[C@H]2c3cc(NS(=O)(=O)c4ccc(F)cc4)ccc3O[C@H]2[C@H](CO)O1,-4.2,.,7.3,-0.4,-0.3,.,.
CC(=O)Nc1ccc(S(=O)(=O)NCC(=O)NNC(=O)COc2ccccc2Cl)cc1,.,-0.9,-6.8,4.6,.,2.0,-2.2
CC(C)CCNC(=O)c1c[nH]c2ccc(S(=O)(=O)N3CCOCC3)cc2c1=O,2.8,-0.4,1.6,.,-0.1,5.2,-1.8
O=C(N/N=C/c1cc(Br)cc(Br)c1O)c1ccncc1,.,2.0,11.3,.,.,6.1,3.0
CCCCC(=O)Nc1cccc(-c2csc(-c3ccccc3)n2)c1,.,-15.5,12.5,.,-0.2,3.2,-0.9
CCN(c1ccc(C)c(C)c1)S(=O)(=O)c1ccc2c(c1)CCN2C(=O)CCC(=O)O,.,1.0,6.4,.,.,-3.7,2.7
Cc1nc(-c2ccc(F)cc2)c(CC(=O)N2CCN(S(=O)(=O)c3cccc(F)c3)CC2)s1,4.0,-4.2,4.7,.,0.1,7.4,-4.7

structure,Statin myotox sup,S100A4 inh HTS,DENV2 CPE rescue,PglD inh,E-sel inducer,ERp5 inh,SIRT5 block
CC(NC(=O)CC1Sc2ccccc2NC1=O)c1ccccc1 (stereo not given),6.4,-2.1,-1.3,-2.2,.,4.9,-4.0
Cc1noc(C)c1NC(=O)Nc1ccc2c(c1)C(=O)N([C@H](C)CO)C[C@H](C)[C@@H](CN(C)CC1CC1)OCCCC[C@H](C)O2,.,1.3,-4.1,3.5,0.1,1.1,-1.8
CC(C)C(C)(C#N)NC(=O)CN1C(=O)NC2(CCCc3ccccc32)C1=O (stereo not given),.,-3.3,-1.4,-0.6,.,-1.6,-2.1
Cc1ccc(CN(C(=O)COc2ccc(Br)cc2)C2CCS(=O)(=O)C2)o1 (stereo not given),9.6,-0.2,-0.7,4.0,3.0,7.5,-1.5
C[C@H]1CN([C@@H](C)CO)C(=O)c2cccc(NC(=O)Nc3ccccc3)c2O[C@@H]1CN(C)Cc1ccc(C(=O)O)cc1,3.6,0.2,5.8,0.4,0.6,6.5,1.1
CCC(Oc1ccc(C)cc1)C(=O)Nc1ccc(S(=O)(=O)Nc2nccs2)cc1 (stereo not given),1.9,-1.0,-0.2,-5.8,0.1,1.0,-2.6
N#Cc1cccc(-c2ccc3c(c2)[C@H]2[C@H](CCN2Cc2ccncc2)[C@H](CO)N3)c1,10.4,5.0,50.2*,-0.8,-0.2,0.0,1.1
COC(=O)[C@@H]1[C@@H](CO)[C@@H]2Cn3c(ccc(-c4ccccc4F)c3=O)[C@@H]2N1Cc1cccnc1,-8.5,0.6,-2.6,0.0,-0.8,9.7,2.3
N#CCCSCc1ccc2oc(C(=O)O)cc2c1,3.5,-2.4,0.5,1.3,.,3.6,-1.3
O=C(c1ccncc1)N1C[C@H]2[C@@H](c3ccccc31)[C@@H](CO)N2C(=O)c1ccccn1,-16.5,-6.7,4.5,6.4,0.3,2.0,-0.9
CO[C@@H]1CN(C)C(=O)c2ccc(NC(=O)NC3CCCCC3)cc2OC[C@@H](C)N(CC2CC2)C[C@H]1C,-0.8,3.5,11.5,2.3,0.0,-0.3,.
CCCN(CC(=O)Nc1ccccc1C)C(=O)c1ccc(OCC(=O)N2CCOCC2)c(OCC)c1,1.2,-2.0,-9.5,3.0,.,-4.9,1.3
CO[C@@H]1CN(C)C(=O)c2ccc(NS(=O)(=O)CC(F)(F)F)cc2OC[C@@H](C)N(Cc2nccs2)C[C@@H]1C,2.9,7.7,2.3,-0.2,0.2,-0.2,-0.2
O=C(c1cccnc1)N1C[C@@H]2[C@H](c3ccccc31)[C@@H](CO)N2C(=O)Nc1cccc(F)c1,-4.5,8.8,-1.3,-1.2,-0.2,-1.4,0.0
CCCNC(=O)N1[C@@H](CO)[C@@H](c2ccccc2)[C@@H]1CNC(C)=O,2.1,15.2,-6.3,2.5,0.2,13.0,2.6

structure,Statin myotox sup,S100A4 inh HTS,DENV2 CPE rescue,PglD inh,E-sel inducer,ERp5 inh,SIRT5 block
COc1ccccc1CN(C)C[C@@H]1OCc2cnnn2CCCC(=O)N([C@@H](C)CO)C[C@@H]1C,-6.7,-0.7,1.8,-2.4,0.0,0.3,-1.0
COc1cccc(Nc2nc(N)nc(CCl)n2)c1,.,-4.3,-7.1,-3.1,0.0,0.3,0.1
Cc1ccccc1OCc1nc2ccccc2c(=O)n1/N=C/c1cn[nH]c1-c1ccc(Br)cc1,.,-0.2,-2.2,.,.,-0.8,-0.7
Cc1cc(F)ccc1NC(=O)CCc1ccc(S(=O)(=O)N2CCOCC2)cc1,6.6,-1.9,2.7,-1.3,-0.1,5.5,0.0
CCC(C)(C)NC(=O)c1ccc2c(c1)OCCO2,.,5.0,-4.0,.,3.1,3.6,7.1
